Screening data: PubChem, Broad Institute
ARNT TACC3 PPI = ARNT/TACC3 interaction disruption; AlphaScreen His-ARNT PAS-B/GST-TACC3 binding, luminescence; TACC3 fragment carries E629A point mutation; inhibition, % at 9.99 µM; actives 0.66% (n = 390,000); AID 623870;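 active = mean inhibition of replicates at least 50% and at least half of replicates each reaching 50%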;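 also: 0% = complete ARNT plus TACC3 wells and 100% = ARNT alone without TACC3; many hits fall short of the cut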
Active calls of the source: *.

SMILES	ARNT TACC3 PPI
Cc1c(NC(=O)C(=O)/C=C(\O)c2ccc(Br)cc2)c(=O)n(-c2ccccc2)n1C	4
CCCC(CCC)=NNc1ccc(S(=O)(=O)Nc2ccccc2OC)cc1[N+](=O)[O-]	3
CCOc1ccc(NC(=O)CCC(=O)c2ccc(-c3ccccc3)cc2)cc1	-1
COc1ccc(NCC(=O)N/N=C/c2ccc3c(c2)OCCO3)cc1	-1
CSc1ccc(/C=N/Nc2cccc(C(=O)O)c2)cc1	-18
Cc1cc(C(=O)COC(=O)CNS(=O)(=O)c2ccc3ccccc3c2)c(C)n1-c1ccccc1	-6
O=[N+]([O-])c1ccc(/C=C2\CCC(C3=CCCC3)=C2N2CCOCC2)cc1	11
Cc1ccc(C(=O)c2cc([N+](=O)[O-])ccc2N2CCOCC2)cc1	-6
CC(C)NC(=S)N/N=C/c1cc(Br)ccc1O	53*
CN1CCC(=NNC(=O)C(=O)Nc2ccccc2)CC1	-3
O=C(Nc1nccs1)c1cccc(N2C(=O)C3C4C=CC(C4)C3C2=O)c1 (stereo not drawn)	2
CC(C)(C)c1ccc(CS(=O)CC(O)CO)cc1 (stereo not drawn)	-11
COc1ccccc1NC(=O)c1ccc(NC(=O)COC(=O)C(C)C)cc1	-11
O=C(CSc1nc2ccccc2c(=O)n1CCCN1CCOCC1)Nc1cccc(S(=O)(=O)N2CCCCCC2)c1	24
Cc1cc(C)cc(C(=O)OCC(=O)Nc2cccc(S(=O)(=O)NC3=NCCCCC3)c2)c1	-1
O=c1nc(Nc2ccccc2)sc2ccc([N+](=O)[O-])cc12	4
COc1cccc(Nc2nc3ccccc3n2C(C)C)c1	-10
COc1ccc(N(C(=O)COc2cccc(C)c2)S(=O)(=O)c2ccc(C)cc2)cc1	-5
Cc1cc(SCC(=O)OCC(=O)NC(C)c2ccccc2)c(C)cc1Br (stereo not drawn)	-5
Cc1cccc(NC(=S)NCc2ccc3c(c2)OCO3)c1	1
CCCC(=O)Nc1nc(-c2ccccc2)ns1	-2
Cc1ccc(S(=O)(=O)Nc2ccc(SC(F)F)cc2)c(C)c1	-1
CCOc1ccccc1C1C2CCCCC2(O)CCN1C(=O)c1cccs1 (stereo not drawn)	-1
O=C1NN(c2cccc(Br)c2)C(=O)/C1=C/c1ccc(-c2cc([N+](=O)[O-])ccc2O)o1	-3
O=C(NN1CCOCC1)C12CC3CC(CC(C3)C1)C2	-6

Looked up by compound from above:
SMILES	ARNT TACC3 PPI
Cc1ccc(C(=O)c2cc([N+](=O)[O-])ccc2N2CCOCC2)cc1	-6
Cc1cccc(NC(=S)NCc2ccc3c(c2)OCO3)c1	1
Cc1cc(C)cc(C(=O)OCC(=O)Nc2cccc(S(=O)(=O)NC3=NCCCCC3)c2)c1	-1
O=C1NN(c2cccc(Br)c2)C(=O)/C1=C/c1ccc(-c2cc([N+](=O)[O-])ccc2O)o1	-3
CCOc1ccc(NC(=O)CCC(=O)c2ccc(-c3ccccc3)cc2)cc1	-1
Cc1ccc(S(=O)(=O)Nc2ccc(SC(F)F)cc2)c(C)c1	-1
Cc1cc(C(=O)COC(=O)CNS(=O)(=O)c2ccc3ccccc3c2)c(C)n1-c1ccccc1	-6

Next part.
SMILES	ARNT TACC3 PPI
O=S(=O)([N-]c1nc2ccccc2nc1-[n+]1ccccc1)c1ccccc1	0
CC(=O)c1cccc(NC(=O)NC(C)C2CCCO2)c1 (stereo not drawn)	3
CCNC(=O)C/C(C)=N/NC(=O)C1CCCCC1	-2
CC(C)Cc1csc(NC(=O)c2ccc(F)cc2)c1C(=O)O	-7
CCC(C)(C(=O)Nc1ccccc1C)N(C(=O)CNC(C)=O)c1ccccc1C (stereo not drawn)	-3
Cc1ccc(OCC(=O)NNC(=O)C(=O)NC(C)(C)C)cc1	-12
COC(=O)c1sc(S(=O)(=O)Nc2ccc(C)cc2)c(C(=O)OC)c1C	-3
CC1=C(C(=O)Nc2ccc(C)cc2C)C(c2ccc(C)o2)NC(=S)N1 (stereo not drawn)	-9
COc1cc(NS(=O)(=O)c2ccc(NC(=O)c3ccc(C)o3)cc2)nc(OC)n1	2
Cc1cc(Br)c(NC(=O)COC(=O)CSc2nnc(-c3ccc(Cl)cc3)o2)c(Br)c1	0
COc1ccc(NC(=O)COC(=O)CNS(=O)(=O)c2ccc(C)cc2)c(OC)c1	-6
Cc1ccc(S(=O)(=O)NCCC(=O)Nc2ccc(Cl)c(Cl)c2)cc1	-9
CC(C)(C)c1ccc(/C=C/C(=O)Nc2ncccn2)cc1	-49
COc1cc2cc(C(c3nnnn3C3CCCCC3)N(C)C3CCCCC3)c(=O)[nH]c2cc1OC (stereo not drawn)	-9
COc1cccc(CNC(=O)C(=O)NCC(c2ccco2)N2CCOCC2)c1 (stereo not drawn)	-6
CC(C)c1c(O)cc(-c2ccncc2)n(-c2ccc(Cl)cc2)c1=O	-9
COc1ccc(CCNC(=O)CSc2nc(-c3ccc(OC)c(OC)c3)ccc2C#N)cc1	-4
CC1=CN2C(=NC(=O)CC2(C)C(=O)N(CC(=O)NC2CCCC2)c2ccccc2C)C=C1 (stereo not drawn)	-10
O=C(CN1CCN(c2ccccc2)CC1)N/N=C/c1cccc(F)c1	-1
CN(C)N=C1c2cc(S(=O)(=O)N3CCOCC3)ccc2-c2ccc(S(=O)(=O)N3CCOCC3)cc21	1
Cc1ccccc1/C=C/c1nc2ccccc2c(=O)n1Cc1ccccc1	1
Cc1cccc(CC2SC(N3CCN(c4ccccc4)CC3)=NC2=O)c1 (stereo not drawn)	-9
CC(=Nc1ccc(C)cc1)c1sc2ccccc2c1O	3
CC(OC(=O)c1ccccc1Br)C(=O)Nc1nc(-c2cccc([N+](=O)[O-])c2)cs1 (stereo not drawn)	-10
CCOC(=O)c1c(NC(=O)C2C3C=CC(CC3)C2C(=O)O)sc(C)c1C (stereo not drawn)	-2
Next part:
SMILES	ARNT TACC3 PPI
CNC(=O)/C(=C/c1ccc2c(c1)OCO2)NC(=O)c1ccc(Br)cc1	-5
CCOc1ccc2nc(Cl)c(/C=C/C(=O)c3ccco3)cc2c1	-1
O=C(c1ccc2c(c1)OCO2)N(Cc1cccs1)C1(C(=O)NC2CCCCC2)CCCCC1	-4
O=C(/C=C/c1ccc(Cl)cc1Cl)NCCSCc1ccccc1	-6
COc1ccccc1NC(=O)c1cc(C(=O)Nc2ccccc2OC)cc(N2C(=O)CCC2=O)c1	1
Cc1ccc(O)c(-c2cc(-c3ccccc3[N+](=O)[O-])[nH]n2)c1	-5
COc1cc(CNc2cccc(C(=O)O)c2)cc(Br)c1OCC(=O)NC(C)(C)C	-2
CN(C)CC/C=C1/c2cc(F)ccc2CSc2ccc(F)cc21	14
Cc1ccccc1NC(=O)c1c([N+](=O)[O-])c(C(C)(C)C)nn1C	9
Cc1ccc(S(=O)(=O)N(C(=O)c2ccncc2)c2ccc(OC(=O)c3ccncc3)cc2)cc1	-3
CCS(=O)(=O)Nc1cccc(C2=NN(S(=O)(=O)c3ccc(F)cc3)C(c3cccs3)C2)c1 (stereo not drawn)	5
Clc1ccc(Cn2c(/C=C/c3ccco3)nc3ccccc32)cc1	4
Cc1ccccc1-n1c(SCC(=O)N/N=C/c2sccc2C)nc2ccccc2c1=O	1
Fc1ccc(Nc2c(-c3ccco3)nc3ccccn23)cc1	-25
CC/C(=C/c1sc2ccccc2[n+]1CC)SC	-26
CCc1cc2c(N[C@@H](Cc3c[nH]c4ccccc34)C(=O)O)ncnc2s1	-29
COc1ccc2c(c1)-c1c(sn(-c3ccccc3)c1=S)C(C)(C)N2	7
CCOc1ccc(NC(=S)NC(=O)c2c(Cl)cnn2CC)c([N+](=O)[O-])c1	-8
CCc1nnc(NC(=O)c2sc3nc4c(cc3c2N)CCCCCC4)s1	-2
O=S(=O)(N/N=C/c1ccccc1OCc1ccc(Cl)cc1)c1ccccc1	-7
COc1ccc(C(=O)N(CC2CCCO2)C(C(=O)NC2CCCC2)c2ccc(C)cc2)cc1OC (stereo not drawn)	-1
CC(NC(=O)C1CCCCC1)C(=O)NC1=NCCS1 (stereo not drawn)	-3
Cn1c(=O)c2c(nc(N/N=C3\CCCc4ccccc43)n2Cc2ccc(F)cc2)n(C)c1=O	-9
Cc1ccc(S(=O)(=O)c2ccc(Cl)cc2)cc1S(=O)(=O)NC(C)C(=O)O (stereo not drawn)	1
COc1ccc(Cl)cc1NC(=O)[C@@H]1CCCN1C(=O)c1cccs1	-1

A stretch from the list above:
SMILES	ARNT TACC3 PPI
Cc1ccc(O)c(-c2cc(-c3ccccc3[N+](=O)[O-])[nH]n2)c1	-5
COc1cc(CNc2cccc(C(=O)O)c2)cc(Br)c1OCC(=O)NC(C)(C)C	-2

More compounds:
SMILES	ARNT TACC3 PPI
COc1ccc(CNC(=O)c2ccc(SC)cc2OC)cc1	-14
CC(C)CC(=O)Nc1ccc2nn(-c3ccccc3)nc2c1	25
Cc1ccc2nsnc2c1NC(=O)c1ccccc1[N+](=O)[O-]	0
S=C(Nc1ccccc1)Nc1ccc(Cl)cn1	1
Cc1ccc2c(c1)C1CN(C)CCC1N2C(=O)Nc1ccc(Cl)cc1 (stereo not drawn)	-6
O=C(Cn1c(COc2ccccc2)nc2ccccc21)Nc1cccc(Cl)c1	-7
Cc1ccc(Oc2ccc(NC(=O)CSc3n[nH]c(N)n3)cc2)cc1	1
Cc1ccc(O)c(-c2cc(C(=O)Nc3ccc(S(=O)(=O)Nc4nc(C)cc(C)n4)cc3)[nH]n2)c1	-8
O=C(COC(=O)/C=C/c1cccc(Cl)c1)NCCc1ccc(Cl)cc1Cl	-3
O=C(NNC(=O)c1cccnc1)Nc1ccc([N+](=O)[O-])cc1	-5
O=C(Nc1cccc(C(F)(F)F)c1)c1cccnc1NCCc1ccccc1	-20
O=C(NCCCN1CCOCC1)c1ccc(Sc2cccc(Cl)c2)c([N+](=O)[O-])c1	13
CCN(c1ccccc1)S(=O)(=O)c1ccc(C(=O)NC2CCN(Cc3ccccc3)CC2)cc1	12
CCOCCCNC(=O)c1c[nH]c2ccc(C)cc2c1=O	-9
COC(=O)c1c(NC(=O)COC(=O)[C@@H](NS(=O)(=O)c2ccc(C)cc2)C(C)C)sc2c1CCC2	-1
O=S(=O)(c1ccc(N2CCCC2c2nc3ccccc3s2)nc1)N1CCOCC1 (stereo not drawn)	0
Cc1ccccc1C(=O)NNC1CC(=O)N(c2ccc3c(c2)OCCO3)C1=O (stereo not drawn)	-1
COC(=O)c1c(N2C(=O)[C@H]3[C@@H](C2=O)[C@]2(C(=O)Nc4c(C)cccc42)N2CCC[C@@H]32)sc(C)c1C	5
Cc1ccc(C2SCCN2C(=O)c2ccc([N+](=O)[O-])cc2)cc1 (stereo not drawn)	-1
CC(=O)N(CC(=O)Nc1nn(-c2ccccc2)nc1C(N)=O)Cc1ccccc1	-1
CCCCc1[nH]c(=O)c(C#N)c2c1CSC(C)(C)C2	-1
CCOC(=O)c1c(NC(=O)C(Sc2ccccc2)c2ccccc2)sc(C(=O)N(C)C)c1C (stereo not drawn)	2
Cc1ccc(S(=O)(=O)NN2C(=O)/C(=C/c3ccccn3)SC2=S)cc1	-7
CCOC(=O)c1cc(-c2ccccc2)sc1NC(=O)CSc1nncs1	-6
CC1=C(C#N)C(Nc2ccc(Cl)cn2)(C(F)(F)F)C(=O)N1 (stereo not drawn)	-2

By substructure: the entries above with an NH in an aromatic ring (7)
SMILES	ARNT TACC3 PPI
COc1cc2cc(C(c3nnnn3C3CCCCC3)N(C)C3CCCCC3)c(=O)[nH]c2cc1OC (stereo not drawn)	-9
Cc1ccc(O)c(-c2cc(-c3ccccc3[N+](=O)[O-])[nH]n2)c1	-5
CCc1cc2c(N[C@@H](Cc3c[nH]c4ccccc34)C(=O)O)ncnc2s1	-29
Cc1ccc(Oc2ccc(NC(=O)CSc3n[nH]c(N)n3)cc2)cc1	1
Cc1ccc(O)c(-c2cc(C(=O)Nc3ccc(S(=O)(=O)Nc4nc(C)cc(C)n4)cc3)[nH]n2)c1	-8
CCOCCCNC(=O)c1c[nH]c2ccc(C)cc2c1=O	-9
CCCCc1[nH]c(=O)c(C#N)c2c1CSC(C)(C)C2	-1

Going on with the list:
SMILES	ARNT TACC3 PPI
CCCN(CCC)CCNS(=O)(=O)c1ccc2c(c1)CCN2C(=O)C1CCC1	3
CCCOc1ccc(-c2cn3ccccc3n2)cc1[N+](=O)[O-]	-1
CC(c1ccccc1)n1c(SCC(=O)N2CC(=O)Nc3ccccc32)nc2ccccc2c1=O (stereo not drawn)	2
CN(Cc1ccccc1)C(=S)Nc1ccc(OC(F)F)cc1	3
N#C/C(=C\N1CCOCC1)c1ccccc1	1
CCOC(=O)C1=NN(C(C)=O)C2(CC(=O)N(c3cc(C)cc(C)c3)C2=O)C1 (stereo not drawn)	-8
O=C(COC(=O)[C@@H]1CCCN1S(=O)(=O)c1ccc(Cl)cc1)NCC(F)(F)F	-9
O=C(NCCC1=CCCCC1)C1CCN(S(=O)(=O)N2CCOCC2)CC1	-6
COc1ccc(NC(=O)CC2C(=O)N(c3ccc(OC)cc3)C(=S)N2NC(=O)c2cccc(F)c2)cc1 (stereo not drawn)	-2
Cc1cc(C)cc(C(=O)Oc2coc(CSc3nnc(NC(=O)C4CC4)s3)cc2=O)c1	0
COc1ccc(C2CC(c3cccs3)=NN2C(=O)c2ccc(Br)o2)cc1 (stereo not drawn)	1
O=[N+]([O-])c1ccc2nc(SCc3cn4cc(Cl)ccc4n3)[nH]c2c1	1
O=c1c(Cl)c(N2CCN(c3ccc(F)cc3)CC2)cnn1-c1nc2ccccc2s1	-3
N#Cc1c(NC(=O)C2CC(c3c(F)cccc3Cl)=NO2)sc2c1CCC2 (stereo not drawn)	1
COc1ccc2c(c1)CCN=C2Cc1ccc(OC)c(OC)c1	2
CCN(CC)c1ccc(N=Cc2c(C)[nH]c3ccccc23)cc1	8
CCOC(=O)c1cnc2c(-c3cccc(Br)c3)cnn2c1C	13
CC(=O)Nc1ccc(NS(=O)(=O)c2cc(C)sc2C)cc1	-3
CC(C)(C)CC(C)(C)NCC(O)COCCOc1ccc(Br)cc1 (stereo not drawn)	-5
CCc1cc(SC#N)cc(CC)c1NC(=O)CCl	0
Cc1ccc(/C=N/NC(=O)CSc2nnc(-c3ccc(Cl)cc3)n2-c2ccccc2)o1	-5
Cc1cccc(C(c2c(C)nn(-c3ccccc3)c2N)c2c(C)nn(-c3ccccc3)c2N)c1	-1
c1ccc2cc(Sc3ncnc4c3oc3ccccc34)ccc2c1	-2
Cc1ccc(C(=O)Oc2coc(CSc3nnc(NC(=O)c4cccs4)s3)cc2=O)cc1	2

An excerpt. The share of hits here may be higher or lower than overall.
